# All columns: NCI-60 one-dose screen, growth in % after 48 h at 10 µM unless noted; 100 = growth as untreated, 0 = no growth, -100 = all killed.
# HL-60(TB): HL-60(TB) leukemia cells | actives 9% (n = 78,000) | AID 1794776; active = growth percent below 10
# * hit, by the source's call; & = joins results of further samples.
SMILES,HL-60(TB)
CC(=O)c1ccc(NC(=O)CSc2nnc(-c3ccc(NC(=O)c4cccnc4)cc3)o2)cc1,98
CC(=O)Oc1ccccc1C(=O)Oc1ccc(C(=O)/C=C/c2ccccc2)cc1,85
COc1ccc(-n2c(-c3ccccc3)c(-c3ccccc3)c3c(SCC(=O)n4[nH]c(C)cc4=O)ncnc32)cc1,97
C/C(=C/Cl)n1cnc2c(Nc3ccccn3)nc(Cl)nc21,98
CC1=NN(c2ccc(Cl)cc2S(=O)(=O)O)C(=O)C1N=Nc1ccc(OS(=O)(=O)c2ccc(C)cc2)cc1 (configuration not stated),106
CCOC(=O)c1cc(C(=O)c2ccc(Br)cc2)n2cc(C)cc(C)c12,103
O=C(NCCCNc1cc(-c2cn(-c3ccccc3)nc2-c2cccc(O)c2)ccn1)Nc1cccc(C(F)(F)F)c1,25
CNC(=O)c1nc(-c2ccc(OC)c(OC)c2)n(-c2ccc(OC)cc2)n1,98
CC1CCCC(C)C1O (configuration not stated),123
C=C(C)C(=O)O[C@H]1C[C@@]2(C)OC(=CC2=O)/C(CO)=C\[C@H]2OC(=O)C(=C)[C@H]12,-31*
Nn1c(-c2ccccc2)nc2c(-c3ccc(Cl)cc3)nc3ccc(Cl)cc3c2c1=O,92
CCOC(=O)C(CC(Nc1ccc(Br)cc1)c1ccccc1)[N+](=O)[O-] (configuration not stated),84
O=C(c1cc2ccccc2o1)c1ccc(Cl)cc1Cl,105
COc1ccc(-c2nc(Nc3ccccc3S(N)(=O)=O)c3ccccc3n2)cc1,89
CCOc1ccccc1C(=O)N1CCN(c2cc(Cl)cc(Cl)c2)CC1,-59*
Cc1cccc(Cc2cnc(NC(=O)c3cc(C)oc3C)s2)c1,78
CC(C)=CCc1cc2c(cc1O)C1=C(C(=O)C3=C(C1=O)S(=O)(=O)CCN3)C(C=C(C)C)O2 (configuration not stated),-36*
COc1ccc(CNC(=O)c2c(C)n([O-])c3cc(F)c(F)cc3[n+]2=O)cc1,101
COc1nc2c(c(=O)n1C)N=C1c3ccccc3C(=O)C1C(c1ccccc1)N2 (configuration not stated),112
O=C(O)c1cn(C2CC2)c2cc(N3CCN(C(=O)N/N=C/c4ccc(Br)cc4)CC3)c(F)cc2c1=O,90
CCCCC(S(C)(=O)=O)S(C)(=O)=O,99
Cc1ccc(O)c(Cl)c1,93
COc1cccc(Br)c1NC(C)=O,110
COc1cccc(/C=C2\Oc3cc(O)ccc3C2=O)c1OC,97
CC(=O)c1cc(C(=O)N2c3ccccc3Sc3ccccc32)n2ccc(C)cc12,33

# The listing continues.
SMILES,HL-60(TB)
CCOc1cc(CNc2ccc(N3CCOCC3)c(C(=O)O)c2)ccc1OC,106
Cc1ccc(S(=O)(=O)NC(=O)Nc2nc3ccc(C)cc3s2)cc1,106
O=C1C2CC3C1C1(Cl)C(Cl)C4(Cl)C2C3C1(Cl)C4(Cl)Cl (configuration not stated),101
Nc1nc(=O)n([C@H]2C[C@H](O)[C@@H](CO)O2)cc1C=O,94
COc1ccc(Nc2nccc(N3CCN(c4c5ccc(Cl)cc5nc5ccc(OC)cc45)CC3)n2)cc1,15
CCOC(=O)c1cc(C(=O)c2ccc(O)c(O)c2)n2ccc(-c3ccn4c(C(=O)c5ccc(O)c(O)c5)cc(C(=O)OCC)c4c3)cc12,74
COc1ccc(-c2nc(SCC(C)C)nc(N3CCN(C)CC3)c2C#N)cc1,73
CC(C)C1=C[C@@]23CC[C@@H]4[C@](C)(CCC[C@@]4(C)C(=O)OCC#CCN4CCCC4)[C@H]2C[C@@H]1[C@H]1C(=O)OC(=O)[C@H]13,96
Cc1nc(/N=C(/N)N(C)C)[nH]c(=O)c1C,94
Cc1ccc(/C=C/c2c(C(=O)/C=C/c3ccc(C(F)(F)F)cc3)c(C)nc3ccccc23)cc1,-41*
O=C1c2ccccc2C(=O)c2c1ccc1[nH]c(-c3ccc(-c4nc5c6ccccc6c6ccccc6c5[nH]4)cc3)nc21,93
COc1ccc(C2=NN(C(=O)c3cc(-c4ccc(OC)cc4)nc4ccccc34)C(c3cc(-c4ccccc4)nn3-c3ccccc3)C2)cc1 (configuration not stated),91
O=c1cc(Cn2cc[n+](Cc3ccc4ccccc4c3)c2)c2c(ccc3ccccc32)o1,100
C/C(Cl)=C/CC1=C(O)c2ccccc2C(=O)C1=O,45
Nc1cccc(C(F)(F)F)c1,140
O=C(O)c1ccccc1-c1c2cc(I)c(=O)c(I)c-2oc2c(I)c(O)c(I)cc12,110&105
Cc1cccc(OCC(O)CN2CCN(c3ccccc3)CC2)c1 (configuration not stated),131
O=C(N(c1ccccc1)c1ccccc1)n1ccc2nc(Cl)nc(Cl)c21,50
COc1cc2c(c(OC)c1OC)C(=O)/C(=C/c1cc(C)c(O)c(C)c1)S2,14
CC(C)N1C(=O)/C(=C2\SC(=S)N(C(C)C)C2=O)SC1=S,100
N#CCCCCCCBr,90
COC(CN1CCN(C)CC1)(c1ccccc1)c1ccccc1,96
CCOC(=O)C1=C(C)NC(SCc2nnc(-c3ccc(OC)cc3)o2)=NC1c1ccc(F)cc1 (configuration not stated),88
C#CCC1(c2cc3ccccc3s2)NS(=O)(=O)c2ccccc21 (configuration not stated),86
CCN1C(=O)N(CC)C2SC(N/N=C/C=C/c3ccccc3OC)=NC21 (configuration not stated),-9.8*

# Given field by field: part of the list above
compound: O=c1cc(Cn2cc[n+](Cc3ccc4ccccc4c3)c2)c2c(ccc3ccccc32)o1
  HL-60(TB): 100
compound: C/C(Cl)=C/CC1=C(O)c2ccccc2C(=O)C1=O
  HL-60(TB): 45
compound: Nc1cccc(C(F)(F)F)c1
  HL-60(TB): 140

# Returning to the listing; the 7 compounds before the break are reprinted first.
SMILES,HL-60(TB)
COc1cc2c(c(OC)c1OC)C(=O)/C(=C/c1cc(C)c(O)c(C)c1)S2,14
CC(C)N1C(=O)/C(=C2\SC(=S)N(C(C)C)C2=O)SC1=S,100
N#CCCCCCCBr,90
COC(CN1CCN(C)CC1)(c1ccccc1)c1ccccc1,96
CCOC(=O)C1=C(C)NC(SCc2nnc(-c3ccc(OC)cc3)o2)=NC1c1ccc(F)cc1 (configuration not stated),88
C#CCC1(c2cc3ccccc3s2)NS(=O)(=O)c2ccccc21 (configuration not stated),86
CCN1C(=O)N(CC)C2SC(N/N=C/C=C/c3ccccc3OC)=NC21 (configuration not stated),-9.8*
O=C1CC(=O)N(CCc2ccccn2)C(=O)N1CCc1ccccn1,59
C1CCC2CN(CCCN3CCOCC3)CC2C1 (configuration not stated),104
S=C(N/N=C/c1ccc(Cl)cc1)N/N=C/c1ccc(Cl)cc1,112
COc1ccc(/C=C/c2ccc(/C=C/C(=O)c3ccc(Cl)cc3)cc2)cc1,92
CCNc1ncnc2[nH]ncc12,96
CCc1c(Cl)nc(N)nc1Nc1ccccc1Cl,95
Cc1cccc2cc(-c3cc4ccccc4[nH]3)/c(=N/C(=O)Nc3ccc(Cl)cc3)oc12,100
COC(=O)c1sc(-c2ccccc2)c2sc(N)nc12,84
COc1ccc2nc3cc(Cl)ccc3c(NCCCCCN3CCCCC3)c2c1,-42*
O=C(c1ccc(F)cc1)N1CCn2c(nnc2C(F)(F)F)C1,101
Cc1nc2c(cnn2-c2ccccc2)c(=O)n1-c1ccc(NC(=O)c2ccc(F)cc2)cc1,43
CSc1oc(-c2ccccc2)nc1S(=O)(=O)c1ccc(Br)cc1,80
COc1cc2cc(Oc3ccc(NC(=O)Nc4ccc(F)c(C(F)(F)F)c4)cc3)c(C)nc2cc1OCCN1CCCCC1,-24*
Nc1ccccc1-c1cc2c(c3c1[nH]c1ccccc13)CCCC2,87
NC(=O)c1ccc(F)cc1,91
c1ccc(C2CN2C2CCCCC2)cc1 (configuration not stated),142
CCC1(C)OC(=O)N(C)C1=O (configuration not stated),104
Nc1nc(-c2ccc(Cl)cc2)cc(-c2ccc(OCc3nc4ccccc4[nH]3)cc2)n1,120
COc1ccc(Nc2ncccc2NC(=O)c2cn(Cc3cccc(Oc4ccccc4)c3)nn2)cc1OC,56
CCn1c(Sc2nnc(/N=C3\NC(=O)/C(=C/c4ccc([N+](=O)[O-])cc4)S3)s2)nc2c1c(=O)n(C)c(=O)n2C,133
O=C(O)/C(=C\c1ccc([N+](=O)[O-])cc1)CCc1ccccc1,94
CCCCNC(=S)NCCCC,104&101
O=c1nccc[nH]1,107
CCOC(=O)C1=C(CSC(=S)N(C2CCCCC2)C2CCCCC2)N(C)C(=O)NC1c1ccccc1 (configuration not stated),15
CC1(C)Oc2cc3oc(=O)ccc3cc2C[C@@H]1OS(C)(=O)=O,100

# (list continues)
SMILES,HL-60(TB)
O=C1Nc2ccc(Cl)cc2/C1=C\c1c(-c2ccc(F)cc2)nc2ccccn12,-38*
CCCCNC(=O)NS(=O)(=O)Cc1ccccc1,88
CC(=O)OCc1ccc(C)cc1,94
O=C1C2C=CC1C1C(=O)C=CC21 (configuration not stated),91
c1ccc(N=NN2CCOCC2)cc1,113
Cn1c(=O)c2c(=O)c(C#N)c(-c3ccc(Cl)cc3)[nH]c2n(C)c1=O,54
CC(C)C(=O)CCCN1C(=O)c2ccccc2C1=O,92
CN1CC(c2ccc([N+](=O)[O-])cc2)C2(SC(=NC3CCCCC3)N(Nc3ccccc3)C2=O)C12C(=O)Nc1cc(Cl)ccc12 (configuration not stated),53
O=C1c2ccccc2C(=O)N1CCCCCCCCBr,110
CC(C)(C)C(=O)Nc1cccc(NC(=O)c2ccccn2)c1,102
Cc1cc(OI)c(C(C)C)cc1-c1cc(C(C)C)c(OI)cc1C,106
N#Cc1c(NC(=O)c2cccc(C(F)(F)F)c2)sc2c1CCC(=O)C2,-8.7*
CN(C)c1cccc(-c2ccc(S(=O)(=O)Nc3ccc4c(c3)N(C(=O)C3CC3)CCC4)cc2)c1,69
Oc1c(-c2nnc(-c3ccc(Cl)cc3)o2)sc2nnc(-c3ccccc3)c(-c3ccccc3)c12,93
c1ccc(/C(=N\Nc2ccc3ccccc3n2)c2ccccn2)cc1,-30*
Cc1[nH]n(C(=S)Nc2nc3cc(Cl)c(F)cc3s2)c(=O)c1N=Nc1ccc(F)c(Cl)c1,127
CSc1ccccc1Nc1nc(N)nc(C(Cl)Cl)n1,108
C=Cc1nnnn1C12CC3CC(CC(C3)C1)C2,82
NS(=O)(=O)c1ccc(-n2ncc3c(NCc4ccccc4)ncnc32)cc1,93
CCCCCC(=C/c1ccccc1)/C=N/O,95
COc1cc(-c2cc(-c3ccccc3)nc(Nc3nc4ccccc4[nH]3)n2)cc(OC)c1OC,52
CCOC(=O)c1c2c(n(-c3ccc(C#N)cc3)c1-c1ccccc1)C=CCC2,83
N#Cc1c(Nc2ccccc2)nn2c(-c3cccs3)ccnc12,105
COc1ccc(CCNCCCOc2cc3c(Nc4ccc(S(=O)(=O)Nc5nccs5)cc4)ncnc3cc2OC)cc1OC,102
COC(=O)[C@H](Cc1ccc(O)cc1)NC(=O)[C@@H](OC)[C@@H]1Cc2cc3cc(OC4CC(OC5CC(O)C(O)C(C)O5)C(O)C(C)O4)c(C)c(O)c3c(O)c2C(=O)[C@H]1OC1CC(OC2CC(OC3CC(C)(O)C(O)C(C)O3)C(O)C(C)O2)C(O)C(C)O1 (some centres not stated),8.2*

# Three of these compounds in a different format:
Compound | HL-60(TB)
c1ccc(N=NN2CCOCC2)cc1 | 113
Cn1c(=O)c2c(=O)c(C#N)c(-c3ccc(Cl)cc3)[nH]c2n(C)c1=O | 54
CC(C)C(=O)CCCN1C(=O)c2ccccc2C1=O | 92

# Among those listed so far, these have a nitro group on carbon:
SMILES,HL-60(TB)
CCOC(=O)C(CC(Nc1ccc(Br)cc1)c1ccccc1)[N+](=O)[O-] (configuration not stated),84
CCn1c(Sc2nnc(/N=C3\NC(=O)/C(=C/c4ccc([N+](=O)[O-])cc4)S3)s2)nc2c1c(=O)n(C)c(=O)n2C,133
O=C(O)/C(=C\c1ccc([N+](=O)[O-])cc1)CCc1ccccc1,94
CN1CC(c2ccc([N+](=O)[O-])cc2)C2(SC(=NC3CCCCC3)N(Nc3ccccc3)C2=O)C12C(=O)Nc1cc(Cl)ccc12 (configuration not stated),53

# New compounds follow:
SMILES,HL-60(TB)
O=C(Nc1ccccc1-c1nc2ccccc2s1)c1ccno1,81
COc1ccc2nccc(C=O)c2c1,18
S=C(c1ccc2c(c1)OCO2)N1CCN(c2cccc(Cl)c2)CC1,12
Cc1ccc(S(=O)(=O)NC(=O)n2ccc3c(Cl)ccnc32)cc1,79
COc1ccc(NCc2nnc(-c3ccc(Cl)cc3)o2)cc1,85
Nc1nnc(CCSc2ccccc2)s1,97
COc1cccc(/C=C2/CCCC/C(=C\c3cccc(OC)c3OC)C2=O)c1OC,90
S=C1Nc2ccccc2CS1,102&102
CCOC=Nc1c(C(=O)Nc2cccc(Cl)c2)oc2ncccc12,92
N#C/C(=C/c1cc([N+](=O)[O-])cc([N+](=O)[O-])c1O)C(N)=O,106
Nc1nnc(Sc2nc3ccc(Cl)cc3c(=O)n2-c2ccccc2)s1,79
CNC(Cc1ccccc1)c1ccc(C)cc1 (configuration not stated),99
COc1ccc2c(c1)C(C)Cc1c(Cl)nc(C)nc1N2C (configuration not stated),11
CCOC(=O)c1ccc(NC(=O)Oc2cc(C)c(Cl)cc2C(C)C)cc1,84
O=C(O)CN1C(=O)/C(=C/c2ccc(Cl)cc2)SC1=S,101
COc1ccc(NC(=O)CSc2nc3ccccc3c(=O)n2CCc2ccc(S(N)(=O)=O)cc2)cc1,94
O=C(O)CCN(CCC(=O)O)S(=O)(=O)c1ccccc1,87
O=C(OC(c1ccccc1)c1ccccc1)c1ccc([N+](=O)[O-])cc1,112
COc1ccc(/C(C)=C(\c2ccc(OCCCN(C)C)cc2)c2ccc(OC(=O)C3CCCCC3)cc2)cc1,80
COc1ccc(/C=C2\C(=O)N=C3N2N=Cc2ccccc2N3c2ccccc2)cc1,99
C/C1=C\CC[C@@]2(C)O[C@H]2[C@H]2OC(=O)C(CN3CCN(CC4C(=O)O[C@H]5[C@H]4CC/C(C)=C/CC[C@@]4(C)O[C@@H]54)CC3)[C@@H]2CC1 (some centres not stated),99
O=[N+]([O-])c1cccnc1Cl,81
COc1cccc(/C=C(/C(=O)NS(=O)(=O)c2ccc(Cl)cc2Cl)c2cc(OC)c(OC)c(OC)c2)c1,107

# High-throughput results: PubChem BioAssay, NCI

# These rows are one share of the data; the hit share may differ from the screen's.
